# PRMT1 FP inh – PRMT1 methyltransferase inhibitors, primary screen, biochemical, fluorescence polarization | Protein arginine N-methyltransferase 1 (Homo sapiens), Q99873 | recombinant PRMT1, activity-based probe fluorescence polarization | inhibition, % at 2.79 µM | 370,000 compounds, 1.3% hits | AID 652257, 2013;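 active = inhibition above about 21% made by adding two undisclosed values, limit read from the data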
# TCR-CD3 inh – inhibitors of human TCR-CD3 interaction, primary screen, biochemical, fluorescence, TAMRA-labeled TCR probe; T-cell receptor (TCR); inhibition, % at 9.4 µM; 360,000 compounds, 0.37% hits; in the data active = inhibition above about 19%;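 note: recombinant mutant TCR 2C K166C tagged with TAMRA read by polarization; 0% = receptor in buffer alone and 100% = receptor with positive control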
# SIAE inh – human SIAE inhibitors, primary screen, biochemical, fluorescence polarization, FP-Rh probe, 1536-well HTS. inhibition, % at 9.66 µM. Sialate O-acetylesterase (Homo sapiens), Q9HAT2. SIAE FP-Rh probe binding. 370,000 compounds, 0.69% hits;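 active = inhibition above a cutoff: mean of compounds within the control limits plus 3 SD of those, cut at about 17% in these data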;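 note: 0% = plate median of compound wells and 100% = probe without SIAE protein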
# mABHD4 FP – ABHD4 inhibitors, primary screen, biochemical, fluorescence polarization, mouse | AID 720543, 2013 | 370,000 compounds, 0.54% hits | (Lyso)-N-acylphosphatidylethanolamine lipase (Mus musculus), Q8VD66 | purified mABHD4, FP-Rh probe fluorescence polarization | inhibition, % at 8.92 µM;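 active = inhibition exceeding the mean over every tested compound plus 3 SD, cut at about 30% in these data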;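 note: 0% = plate median of compound wells and 100% = S159A mutant with DMSO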
# Target sequence (Q8VD66 whole entry, looked up): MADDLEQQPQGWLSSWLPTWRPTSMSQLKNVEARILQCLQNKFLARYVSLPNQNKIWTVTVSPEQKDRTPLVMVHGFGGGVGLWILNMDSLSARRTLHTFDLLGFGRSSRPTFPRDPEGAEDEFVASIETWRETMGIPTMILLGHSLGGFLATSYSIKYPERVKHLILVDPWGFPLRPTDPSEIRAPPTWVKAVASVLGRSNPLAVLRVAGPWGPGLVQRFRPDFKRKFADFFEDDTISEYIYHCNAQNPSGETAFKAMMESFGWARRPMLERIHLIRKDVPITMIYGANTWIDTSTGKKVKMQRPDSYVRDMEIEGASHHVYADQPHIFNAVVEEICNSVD
#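 Material: mouse ABHD4 enzyme, wild type; Benchmarks: S159A mutant high control, sample median low control; Buffer or medium: HEPES pH 7.0, NaCl, Pluronic buffer; Signal: fluorescence polarization; Read-out: percent inhibition of probe binding, normalized to plate controls; Timing: pre-incubation 45 min, probe exposure 60 min, at 25 °C; Dosing: 8.92 µM, single dose.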
# NPR1 activator – GC-A stimulated cGMP production enhancers – HEK293 GC-A cells, cGMP TR-FRET, EC30 ANP, primary screen | 370,000 compounds, 0.14% hits | activation, % at 10 µM | Atrial natriuretic peptide receptor 1 (Homo sapiens), P16066 | AID 1671463, 2021 | 0% at EC30 ANP, 100% saturating ANP; in the data active = activation above about 40%
# GC-B act – human GC-B receptor activators, primary screen, HEK293 GC-B cells, cGMP TR-FRET, EC30 CNP; 0% at EC30 CNP, 100% saturating CNP; activation, % at 10 µM; Atrial natriuretic peptide receptor 2 (Homo sapiens), P20594; 370,000 compounds, 0.11% hits; AID 1920062, 2024;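 active = activation at 10 µM reaching about 35% in either raw or pattern-adjusted values, limit read from the data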
# HTRA1 inh – HTRA1 serine protease inhibitors, primary screen, biochemical, fluorescence polarization, HTS. recombinant HTRA1, FP-rhodamine activity-based probe. inhibition, % at 5.96 µM. 340,000 compounds, 0.5% hits; in the data active = inhibition above about 36%;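 note: 0% = enzyme with DMSO and 100% = wells lacking enzyme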
# Target sequence (Q92743 whole entry, looked up): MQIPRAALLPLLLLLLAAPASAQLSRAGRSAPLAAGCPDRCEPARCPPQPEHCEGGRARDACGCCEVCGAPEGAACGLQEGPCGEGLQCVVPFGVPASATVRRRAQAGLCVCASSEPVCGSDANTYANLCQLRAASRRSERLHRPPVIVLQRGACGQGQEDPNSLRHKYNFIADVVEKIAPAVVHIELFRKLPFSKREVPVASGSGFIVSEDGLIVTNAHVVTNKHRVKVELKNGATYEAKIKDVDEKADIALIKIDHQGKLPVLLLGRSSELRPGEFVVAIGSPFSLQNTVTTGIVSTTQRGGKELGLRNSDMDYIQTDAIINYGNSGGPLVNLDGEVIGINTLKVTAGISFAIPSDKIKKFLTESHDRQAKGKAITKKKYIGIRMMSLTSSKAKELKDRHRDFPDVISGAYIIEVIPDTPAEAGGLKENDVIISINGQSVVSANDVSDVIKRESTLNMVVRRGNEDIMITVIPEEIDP
# MBD2 DNA inh – inhibitors of MBD2 binding to methylated DNA, primary screen, biochemical, TR-FRET, DNA-binding domain, human; Methyl-CpG-binding domain protein 2 (Homo sapiens), Q9UBB5; MBD2 binding to methylated oligonucleotide; inhibition, % at 4.4 µM; 370,000 compounds, 0.31% hits; in the data active = inhibition above about 13%
# rCAG RNA binder – binders of r(CAG) RNA repeats, primary screen, biochemical, fluorescence; r(CAG) RNA repeat, TO-PRO-1 dye displacement fluorescence; inhibition, % at 3 µM; 370,000 compounds, 1.3% hits;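 active = inhibition above the plate cutoff, the mean of all test compounds on that plate plus 3 SD, cut at about 35% in these data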;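 note: 0% = DMSO alone and 100% = 100 µM mitoxantrone as full dye displacement; higher means more dye released from RNA so lower well fluorescence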
# UHRF1 MBD2 ctr – UHRF1 methylated DNA binding inhibitors, primary screen, counter-screen for MBD2 inhibitor project, biochemical, TR-FRET, human UHRF1, single concentration; E3 ubiquitin-protein ligase UHRF1 (Homo sapiens), Q96T88; UHRF1 binding to methylated oligo; inhibition, % at 4.4 µM; 370,000 compounds, 0.75% hits; in the data active = inhibition above about 21%;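 note: UHRF1 SRA domain binding a hemimethylated CpG hairpin DNA probe; 0% = median of test compound wells and 100% = reference inhibitor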
# * hit, by the source's call; . = not tested or not shown. The list is partial; count on the stated rates, not on these rows.
SMILES,PRMT1 FP inh,TCR-CD3 inh,SIAE inh,mABHD4 FP,NPR1 activator,GC-B act,HTRA1 inh,MBD2 DNA inh,rCAG RNA binder,UHRF1 MBD2 ctr
CCOc1cccc(-c2c(C(=O)N/N=C(\C)c3ccccn3)nnn2-c2nonc2N)c1,0.6,0.2,-2.8,-8.0,-0.3,2.4,-1.2,0.4,1.6,-1.6
Cc1cc(C(=O)Nc2c(C)n(C)n(-c3ccccc3)c2=O)on1,-2.5,-4.7,-2.7,-3.4,2.7,-7.2,5.5,-2.3,2.0,2.7
COc1ccc(/C=N/NC(=O)c2cccc(NC(=O)c3ccc(F)cc3)c2)c(C(=O)O)c1OC,1.3,2.4,-43.9,-12.9,-0.6,0.7,-29.3,3.2,20.0,-3.3
Cc1nn(-c2ccccc2)c2c1c(C)c(CCC(=O)NCC1CCCO1)c(=O)n2C (stereo not given),2.3,-7.4,0.0,1.7,5.4,-5.8,-1.6,1.9,-5.9,0.4
Cc1nc(NCC2CC2)c2nnn(Cc3ccccc3)c2n1,4.2,-2.0,2.8,-14.0,-1.0,2.5,-3.3,10.7,-3.3,3.8
CCCc1cc(C(N)=O)c(NC(C)=O)s1,1.2,-6.5,2.4,-0.3,4.5,1.4,3.2,2.1,0.5,-3.6
CCc1nnc(N/N=C/c2ccc(O)c(OC)c2)n1N,0.3,0.1,1.9,1.1,-3.3,-1.8,7.2,-3.4,-0.9,3.1
Cc1ccc(/C=C2/C(=O)N=C(N)N2C)s1,-5.2,-2.2,6.4,12.8,-7.2,-2.4,-0.2,-7.5,2.5,-1.6
CCOC(=O)C1CCN(c2c(NCc3ccc(C(=O)Nc4ccc(C)cc4)cc3)c(=O)c2=O)CC1,-4.7,3.8,6.0,-5.0,-4.1,-5.2,-3.0,3.1,0.3,2.4
COc1ccc(C(=O)Nc2ccc(-c3n[nH]c(=S)o3)cc2)cc1OC,0.2,-5.0,-6.7,9.0,5.0,-1.5,6.4,4.7,1.1,-0.3
Cc1cccc(C)c1NC(=O)C1(N(C(=O)c2ccccn2)c2ccc(O)cc2)CCCCC1,1.9,-3.5,3.9,-5.8,-1.6,-1.0,4.3,1.2,-4.5,2.5
Cc1cc(/C=C2\SC(=O)N(C)C2=O)c(C)n1-c1ccc(S(N)(=O)=O)cc1,-0.7,-2.9,1.3,-2.6,-2.3,0.0,9.6,-9.6,4.0,-6.8
C[C@H]1CN([C@@H](C)CO)C(=O)c2cc(C3=CCCC3)cnc2O[C@@H]1CN(C)C(=O)c1ccncc1,1.9,6.5,3.3,6.5,2.9,3.1,-1.2,-7.7,1.1,-0.9
Cc1oc(-c2ccc(Cl)cc2)[n+]([O-])c1C,-2.2,2.0,2.8,5.2,-0.1,-2.4,9.3,6.7,-0.1,17.3
COC(=O)Nc1ccc2c(c1)N(C(=O)CCN1CCN3CCCC3C1)c1ccccc1S2 (stereo not given),1.9,6.0,2.4,-4.5,-0.3,-7.3,-0.5,2.2,-6.9,-0.1
COCC1CCCN(C(=O)c2cc(COc3ccc(C(C)=O)cc3)on2)C1 (stereo not given),-1.4,3.4,-3.2,4.9,1.1,-1.0,-3.4,-2.6,0.8,3.2
COc1ccc2ccccc2c1/C=N/n1cnnc1,0.5,-3.2,7.6,2.8,0.5,-0.8,-5.5,-3.1,0.1,-3.3
CCOc1ccc(NC(=S)N2CCN(S(=O)(=O)c3ccc(OC)cc3)CC2)cc1,-1.3,3.5,4.6,2.8,3.9,3.1,-3.3,0.0,0.8,0.7
CCc1ccc(NC(=O)CSCCN2C(=O)c3ccccc3C2=O)cc1,-1.3,2.2,-7.7,1.1,-0.2,0.7,-5.0,-0.8,-4.4,-2.1
O=C1CC(C(=O)Nc2ccc(Cl)cc2)S/C(=N\N=C\c2ccco2)N1 (stereo not given),5.7,0.7,-16.3,-1.1,-2.5,-6.6,3.3,8.7,33.6,16.7
CC1(C)C=Cc2c(ccc3c2OC[C@@H](c2ccc(O)cc2O)C3)O1,6.2,-2.9,-0.4,-20.4,-5.5,-6.5,-16.6,2.2,12.2,3.5
C=CCn1c(=N)n(CC(=O)c2ccc(OC)cc2)c2ccccc21,-0.5,3.1,4.3,0.2,-7.0,-5.8,-3.3,2.6,6.1,-1.7
Cc1csc(NC(=O)c2c(-c3ccccc3)noc2C)n1,4.4,-5.8,-6.8,1.3,3.3,6.3,-7.8,1.0,-3.4,1.8
CC(=O)N1c2ccccc2NC2=C(C(=O)CC(C)(C)C2)C1c1cccn1C (stereo not given),4.5,5.7,-4.7,2.9,1.1,0.8,3.8,-1.1,0.8,-0.5
COCc1cc(C)nc(N/N=C/c2ccc(-c3cc(C(=O)O)ccc3Cl)o2)c1C#N,1.5,-1.9,2.0,5.0,-1.6,-7.3,.,4.5,6.8,20.2
O=C(NCc1cccc(OC(F)(F)F)c1)C1CCC(=O)N(Cc2cccc(F)c2)C1 (stereo not given),0.7,8.7,0.0,-0.3,-1.0,-1.3,-5.0,-0.1,-7.3,0.8
O=C(NCCNC(=O)c1ccccc1O)c1ccccc1O,-2.0,14.4,3.4,1.5,-1.9,-2.6,4.0,-1.4,-0.9,-0.8
Cc1ccc(N2C(=O)CC(Cc3cccc(C)c3)C2=O)cc1 (stereo not given),-3.0,-2.4,-3.4,-0.6,-1.6,-4.5,-5.0,-2.3,-6.8,-4.2
Cc1cc(C)n2nc(CNS(=O)(=O)c3cccc([N+](=O)[O-])c3)nc2n1,-5.1,1.3,3.2,9.1,1.4,0.3,-3.6,4.2,-0.3,-0.9
CCc1[nH]nc2c1C(c1ccc(Br)s1)C(C#N)=C(N)O2 (stereo not given),-0.7,-4.4,-2.5,1.4,-2.9,-2.0,-2.3,-2.6,4.1,-11.6
O=C(COC(=O)c1ccc(=O)n(Cc2ccccc2)n1)Nc1ccc2c(c1)OCCO2,-1.9,-2.5,3.9,1.1,-2.3,-3.9,0.8,-4.9,-3.5,-2.8
Cc1cccc2cc(C#N)c(NCc3ccccc3)nc12,10.8,-6.7,-2.1,-12.1,-0.1,-4.0,-4.5,3.5,0.2,3.0
Clc1ccccc1/C=C/c1nc(-c2ccccn2)no1,-3.2,9.7,-2.7,-12.7,-0.1,-13.6,-7.9,-3.1,-1.3,-0.3
COc1cc(NC(=O)COC(=O)C=C(C)C)c(C)cc1[N+](=O)[O-],-3.5,4.3,-0.4,0.8,-1.6,-9.1,-8.1,2.8,-1.9,0.2
COc1ccc(NC(=O)c2cn3c(nc4ccccc43)c(C#N)c2C)cc1,-3.5,10.4,3.7,-1.3,4.7,3.6,4.4,-9.7,7.0,-0.6
COc1ccccc1C(=O)NC(=O)COC(=O)Cc1n[nH]c(=O)c2ccccc12,-6.0,7.5,-3.2,-9.6,1.9,0.8,-2.4,-5.7,0.6,0.1
CC(=O)NC12CC3CC(C1)CC(C(=O)Nc1nc4ccc(F)cc4s1)(C3)C2,6.1,2.2,0.7,-5.3,43.1*,-0.9,-23.8,-2.6,0.7,4.7
O=C(COC(=O)C1CCN(S(=O)(=O)c2cccs2)CC1)Nc1ccc(F)cc1F,-1.5,10.1,-2.1,0.2,-0.2,8.0,-3.6,7.1,-4.5,-2.7
CCn1c(CNc2ccc(C(=O)O)cc2)nc2ccccc21,-0.8,-0.4,-0.2,-1.7,2.0,-1.3,-0.6,2.2,2.4,-3.1
O=c1cc(O)c(-c2ccc(Cl)cc2)c(Cl)[nH]1,-1.1,2.0,5.5,-3.4,6.2,2.9,0.2,0.5,3.3,-1.2

# An excerpt from above in order of their number in HTRA1 inh, rising.
SMILES | HTRA1 inh
Cc1cccc2cc(C#N)c(NCc3ccccc3)nc12 | -4.5
CCn1c(CNc2ccc(C(=O)O)cc2)nc2ccccc21 | -0.6
COc1ccc(NC(=O)c2cn3c(nc4ccccc43)c(C#N)c2C)cc1 | 4.4

# Next part
SMILES,PRMT1 FP inh,TCR-CD3 inh,SIAE inh,mABHD4 FP,NPR1 activator,GC-B act,HTRA1 inh,MBD2 DNA inh,rCAG RNA binder,UHRF1 MBD2 ctr
N#C/C(=C/c1cn[nH]c1-c1cccc(Br)c1)C(=O)O,-1.4,7.6,-1.3,-13.2,0.8,-0.8,2.6,-2.0,3.6,-0.9
CCN(CC)S(=O)(=O)c1cccc(C(=O)NC(Cc2c[nH]c3ccccc23)c2nnc3n2CCCCC3)c1 (stereo not given),5.4,1.6,-4.5,-16.3,-1.0,8.3,-7.4,8.8,2.1,5.0
CCOc1ccc(CCN2C(=O)C(=O)N([C@@H](CC(C)C)CN3CCC[C@@H]3CN3C(=O)C(=O)NC[C@@H]3Cc3ccccc3)C[C@@H]2CC(C)C)cc1,0.1,0.3,-0.9,5.7,-0.6,-0.1,-13.0,-5.5,0.5,-2.0
CCCc1cc(=O)n2[nH]c(NCc3ccccc3Cl)nc2n1,-0.7,0.6,2.6,4.1,-2.3,1.4,0.0,3.3,-1.2,2.4
CCc1ccc(NC(=O)Cn2nnc(C(=O)NCCc3ccc(OC)c(OC)c3)c2N)cc1,-0.3,2.1,-10.1,-5.1,-1.0,3.7,-3.2,-3.0,-1.9,2.8
CCN(CC)CCn1c2ccccc2c2nc3ccc([N+](=O)[O-])cc3cc21,1.5,-3.5,-3.0,4.2,6.8,7.5,.,7.2,8.8,10.2
O=C(Nc1ccc(-c2nc3ccccc3o2)cc1)c1ccc2c(c1)OCO2,1.7,-3.5,-15.3,6.5,-7.5,-11.8,-8.4,-1.7,2.6,-1.8
O=C(NC1CCS(=O)(=O)C1)c1ccc(N2CCCCC2)c([N+](=O)[O-])c1 (stereo not given),-1.1,-1.7,-1.1,10.3,-1.9,-4.0,-0.2,-8.8,-5.8,-5.3
O=C(CSc1ncn[nH]1)NCCc1ccccc1,0.1,-6.8,-5.0,-8.2,2.4,-1.6,-1.1,1.5,2.6,2.8
O=C(Nc1cccc(-c2nc3ccccc3c(=O)o2)c1)c1ccccc1,2.6,-1.0,-12.8,-9.5,4.4,8.9,-24.4,1.1,36.1*,0.4
COc1cccc(C2=Nn3c(nnc3-c3ccccc3O)SC2)c1,7.0,2.0,-1.1,3.4,4.8,4.3,2.9,-0.9,13.8,1.0
CC(=O)Nc1cccc(NC(=O)c2cc(Cl)ccc2Cl)c1,-0.3,0.6,-1.1,-0.8,-3.1,-3.5,0.6,-0.2,3.0,-1.4
OCc1ccccc1O[C@@H]1O[C@H](CO)[C@@H](O)[C@H](O)[C@H]1O,-11.2,3.3,-7.4,-2.1,0.1,-4.1,-5.0,6.9,-1.8,-0.3

# High-throughput results from PubChem BioAssay.
